Source: PubChem BioAssay
SMARCA2 activ: SMARCA2 function activation, primary screen. activation, % at 9.1 µM. AID 652017. 370,000 compounds, 1% hits. MG213 cells, MMTV-luciferase reporter, dexamethasone, overnight; in the data active means activation above about 7.8%;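 further: 0% = vehicle wells and 100% = reference activator wells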
ARFGAP1 inhibitor: inhibitors of rat ARFGAP1; Q62848; 360,000 compounds, 0.26% hits; inhibition, % at 16.5 µM; Arfgap1-stimulated ARF1 GTP hydrolysis, GDP FP detection;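 active means inhibition above a per-plate limit, mean inhibition of low control wells plus 3 SD, cut at about 25% in these data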;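 further: 0% = DMSO wells with enzyme and 100% = wells lacking Arfgap1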
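Material: rat Arfgap1 GAP domain (His6, aa 1-136), purified enzyme. Also added: human ARF1(Δ1-17)-GTP substrate. Compound dosing: 16.5 µM single point, 1.26% DMSO. Timing: enzyme reaction 120 min at 25 °C after 20 min preincubation. Signal: GDP detection by fluorescence polarization. Read-out basis: percent inhibition of GAP-stimulated GDP formation, scaled between DMSO and no-Arfgap1 medians.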
rCAG binder: molecules binding r(CAG) RNA repeats; AID 651821; inhibition, % at 3 µM; r(CAG) RNA repeat, TO-PRO-1 dye displacement fluorescence; 370,000 compounds, 1.3% hits;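 active means inhibition above the plate cutoff, the mean of all test compounds on that plate plus 3 SD, cut at about 35% in these data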;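 further: 0% = DMSO alone and 100% = 100 µM mitoxantrone as full dye displacement; higher means more dye released from RNA so lower well fluorescence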
ASAP1 inh: blocks human ASAP1-stimulated Arf1 GTP hydrolysis; Q9ULH1; GDP FP detection; inhibition, % at 16.5 µM; 360,000 compounds, 0.19% hits; AID 624377; in the data active means inhibition above about 25%;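 further: 0% = vehicle with enzyme and substrate and 100% = no enzyme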
Target sequence (Q9ULH1 325-724 limits assumed): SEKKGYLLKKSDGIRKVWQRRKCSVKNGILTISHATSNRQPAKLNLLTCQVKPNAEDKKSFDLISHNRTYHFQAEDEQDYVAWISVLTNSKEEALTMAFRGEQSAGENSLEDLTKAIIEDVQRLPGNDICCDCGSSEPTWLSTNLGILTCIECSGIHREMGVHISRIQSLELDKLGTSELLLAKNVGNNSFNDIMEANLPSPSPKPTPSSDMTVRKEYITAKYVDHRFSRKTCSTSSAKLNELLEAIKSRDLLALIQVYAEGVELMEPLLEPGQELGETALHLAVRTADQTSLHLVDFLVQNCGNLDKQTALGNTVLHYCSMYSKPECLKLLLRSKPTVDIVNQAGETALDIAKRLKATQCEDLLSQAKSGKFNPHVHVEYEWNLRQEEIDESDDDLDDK
PG9 binder: binds the HIV-1 gp120 antibody PG9; TR-FRET gp120-PG9 antibody binding; inhibition, % at 6.7 µM; 360,000 compounds, 0.43% hits; AID 624416; in the data active means inhibition above about 8.5%
GC-A act: GC-A (human) enzyme activation. P16066. HEK293 GC-A cells, cGMP TR-FRET, EC30 ANP; 0% at EC30 ANP, 100% saturating ANP. activation, % at 10 µM. 370,000 compounds, 0.14% hits; in the data active means activation above about 40%
Rev-erbA mod: Rev-erb alpha (human) modulation. P20393. activity, % at 10 µM. AID 1259318. 370,000 compounds, 0.79% hits. Rev-erbα–FITC-DNA binding, fluorescence polarization, 90 min;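 active means activity above about 14%, limit read from the data; passing the limit was not always enough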;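 further: 0% = DMSO wells with 35 nM protein and 100% = DMSO wells with 750 nM protein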
Target sequence (P20393 whole entry, looked up): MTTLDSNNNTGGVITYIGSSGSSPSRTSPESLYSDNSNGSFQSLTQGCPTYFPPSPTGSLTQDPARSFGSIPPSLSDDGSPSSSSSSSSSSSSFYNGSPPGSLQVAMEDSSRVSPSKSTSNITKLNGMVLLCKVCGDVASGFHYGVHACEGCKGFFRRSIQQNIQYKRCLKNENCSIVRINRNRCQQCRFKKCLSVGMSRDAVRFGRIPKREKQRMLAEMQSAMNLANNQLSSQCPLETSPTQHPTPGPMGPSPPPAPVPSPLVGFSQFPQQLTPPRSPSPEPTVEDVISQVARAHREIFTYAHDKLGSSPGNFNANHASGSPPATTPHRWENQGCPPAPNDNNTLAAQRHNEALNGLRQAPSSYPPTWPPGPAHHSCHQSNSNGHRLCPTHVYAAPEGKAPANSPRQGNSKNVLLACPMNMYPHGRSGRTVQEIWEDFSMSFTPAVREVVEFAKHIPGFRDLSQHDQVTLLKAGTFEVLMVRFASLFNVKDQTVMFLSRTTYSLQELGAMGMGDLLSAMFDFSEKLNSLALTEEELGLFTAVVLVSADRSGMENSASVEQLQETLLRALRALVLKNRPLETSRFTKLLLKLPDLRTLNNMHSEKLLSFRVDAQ
ABHD4 inh: ABHD4 (mouse) inhibition, primary FP screen | Q8VD66 | purified mABHD4, FP-Rh probe fluorescence polarization | inhibition, % at 8.92 µM | 370,000 compounds, 0.54% hits | AID 720543;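 active means inhibition exceeding the mean over every tested compound plus 3 SD, cut at about 30% in these data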;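 further: 0% = plate median of compound wells and 100% = S159A mutant with DMSO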
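Material: mouse ABHD4 enzyme, wild type; Benchmarks: S159A mutant high control, sample median low control; Buffer or medium: HEPES pH 7.0, NaCl, Pluronic buffer; Signal: fluorescence polarization; Read-out: percent inhibition of probe binding, normalized to plate controls; Timing: pre-incubation 45 min, probe exposure 60 min, at 25 °C; Dosing: 8.92 µM, single dose.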
HTRA1 inh: blocks human HTRA1 serine peptidase; recombinant HTRA1, FP-rhodamine activity-based probe, fluorescence polarization; inhibition, % at 5.96 µM; 340,000 compounds, 0.5% hits; Q92743; in the data active means inhibition above about 36%;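 further: 0% = enzyme with DMSO and 100% = wells lacking enzyme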
NPR2 activator: GC-B (human) receptor activation. HEK293-GC-B cells, CNP EC30, cGMP TR-FRET; 0% at EC30 CNP, 100% saturating CNP. activation, % at 10 µM. 370,000 compounds, 0.11% hits. AID 1920062;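 active means activation at 10 µM reaching about 35% in either raw or pattern-adjusted values, limit read from the data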
Active calls of the source: *; . = no result given. Outcome played no part in choosing rows, and some 4.4% of all compounds hit somewhere here.

SMILES	SMARCA2 activ	ARFGAP1 inhibitor	rCAG binder	ASAP1 inh	PG9 binder	GC-A act	Rev-erbA mod	ABHD4 inh	HTRA1 inh	NPR2 activator
Cc1ccc2nc(-c3ccc(NC(=S)NCC(C)(C)CN(C)C)cc3)sc2c1	7	8	1	-10	-0.3	27	12	0	-12	-2
Cc1ccc(Cc2c(-c3ccc(Br)cc3)nc3cc(C)ccn23)cc1	8.2*	4	1	-2	0.8	34	-4	1	-35	46*
O=[N+]([O-])c1cccc(Cl)c1NCCNc1ncc(C(F)(F)F)cc1Cl	1	12	2	-1	-1.5	3	0	3	-4	-13
CC1(C(=O)NS(=O)(=O)c2ccccc2)CCN1C(=O)C1CCCCC1 (stereo unspecified)	1	-13	2	-10	0.3	-1	-1	0	.	6
Cc1ccc(NC(=O)C(OC(=O)c2ccc(O)cc2)c2ccccc2)cc1Cl (stereo unspecified)	2	10	5	28*	0.5	0	-1	-11	-7	7
NC(=O)c1ccc(OCC2CCCO2)cc1 (stereo unspecified)	2	4	2	9	1.6	3	-3	3	6	0
COc1cc(-c2nnc(-c3cc(OC)c(OC)c(OC)c3)o2)cc(OC)c1OC	1	-8	-5	2	-0.5	8	7	11	0	7
CCOC(=O)N1CCN(C(=O)CCS(=O)(=O)c2cc3c(cc2Cl)NC(=O)CO3)CC1	-2	4	0	7	-0.9	-2	-1	1	0	3
Cc1ccccc1CSCC(=O)Nc1ccccc1Br	-2	3	-5	5	1.6	-3	-4	0	-7	-3
COc1ccc(/C=N/NC(=O)c2ccc(NC(=O)c3cccc([N+](=O)[O-])c3)cc2)c(OC)c1	3	15	13	2	-0.5	-5	-6	-8	-6	5
CC(=O)SC1CC(=O)N(c2ccc(C(C)(C)C)cc2)C1=O (stereo unspecified)	-3	-5	-4	5	-1.3	3	-5	4	0	-4
CCOc1ccc(N(CC(=O)NC2CCCCC2C)S(=O)(=O)c2c(C)noc2C)cc1 (stereo unspecified)	-3	-10	-4	3	1.5	-3	6	2	2	1

Pulled one by one from the list above, 2 records:
SMILES	SMARCA2 activ	ARFGAP1 inhibitor	rCAG binder	ASAP1 inh	PG9 binder	GC-A act	Rev-erbA mod	ABHD4 inh	HTRA1 inh	NPR2 activator
CCOC(=O)N1CCN(C(=O)CCS(=O)(=O)c2cc3c(cc2Cl)NC(=O)CO3)CC1	-2	4	0	7	-0.9	-2	-1	1	0	3
Cc1ccccc1CSCC(=O)Nc1ccccc1Br	-2	3	-5	5	1.6	-3	-4	0	-7	-3

Further structures
SMILES	SMARCA2 activ	ARFGAP1 inhibitor	rCAG binder	ASAP1 inh	PG9 binder	GC-A act	Rev-erbA mod	ABHD4 inh	HTRA1 inh	NPR2 activator
O=C(NCC(F)(F)F)c1ccc2sc([C@H]3C[C@H](O)[C@@H](CO)O3)nc2c1	-2	-9	2	0	-1.9	4	-4	3	.	-4
CC(C)CCCC(C)CCOC(=O)CN1CCCC1 (stereo unspecified)	-1	1	-5	2	-0.7	0	9	1	3	-4
COc1ccc2cc(N=Cc3nc(-c4ccc(C)cc4)oc3O)cnc2c1	-2	4	2	2	-0.6	-5	-24	1	6	0
CC(C)CCNC(=O)c1cn(CC(C)C)c(=O)c2c1c1ccccc1n2C	1	7	0	4	-2.2	-3	-3	-1	-2	-1
CCc1ccc([C@@H]2CC=C(C(=O)O)[C@H](c3cccc(Cl)c3)N2S(=O)(=O)c2ccc(C)cc2)cc1	0	-13	82*	-24	0.9	1	-2	-14	-80	2
N#CCC(=O)N/N=C/c1coc2ccccc2c1=O	-1	17	27	-13	-0.1	5	-1	-2	8	-2
O=c1c2c(-c3cccs3)csc2ncn1-c1ccc(Br)cc1	1	2	0	2	-1.2	-2	7	-15	-52	-3
Cc1ccc(NC(=O)/C(C#N)=N/Nc2ccc(C(=O)O)cc2)c(C)c1	5	-2	4	1	-3.0	-1	6	-10	8	-2
Cc1ccc(S(=O)(=O)N2CCN(C(=O)c3ccc(-n4cncn4)c([N+](=O)[O-])c3)CC2)c(C)c1	-2	9	6	7	-0.8	0	-7	7	-9	-1
O=C(N/N=C\c1ccc([N+](=O)[O-])s1)c1cncc(Br)c1	-4	-2	0	0	-6.2	-1	1	2	56*	-3
CC(=O)c1ccc(OCC(O)Cn2nnc3ccccc32)cc1 (stereo unspecified)	1	9	0	3	-3.1	1	2	-11	-16	-3
Cc1ccc(C)c(S(=O)(=O)N/N=C/c2ccc(N3CCOCC3)cc2)c1	0	2	3	5	-0.6	-1	-2	8	-6	-4

NPR2 activator, entries above that show a hit
Molecule	SMARCA2 activ	ARFGAP1 inhibitor	ASAP1 inh	PG9 binder	GC-A act	Rev-erbA mod	HTRA1 inh	NPR2 activator
Cc1ccc(Cc2c(-c3ccc(Br)cc3)nc3cc(C)ccn23)cc1	8.2*	4	-2	0.8	34	-4	-35	46*

Three entries already listed, ordered by their value in ARFGAP1 inhibitor, ascending:
mol	SMARCA2 activ	ARFGAP1 inhibitor	ASAP1 inh	PG9 binder	GC-A act	Rev-erbA mod	HTRA1 inh	NPR2 activator
CCc1ccc([C@@H]2CC=C(C(=O)O)[C@H](c3cccc(Cl)c3)N2S(=O)(=O)c2ccc(C)cc2)cc1	0	-13	-24	0.9	1	-2	-80	2
Cc1ccc(Cc2c(-c3ccc(Br)cc3)nc3cc(C)ccn23)cc1	8.2*	4	-2	0.8	34	-4	-35	46*
N#CCC(=O)N/N=C/c1coc2ccccc2c1=O	-1	17	-13	-0.1	5	-1	8	-2

(further entries)
SMILES	SMARCA2 activ	ARFGAP1 inhibitor	rCAG binder	ASAP1 inh	PG9 binder	GC-A act	Rev-erbA mod	ABHD4 inh	HTRA1 inh	NPR2 activator
COc1ccc(Cl)cc1Cn1c(C)c(C(=O)NCc2ccc3c(c2)OCCO3)sc1=O	-2	0	5	3	-0.1	1	1	-15	.	2
COc1ccc([N+](=O)[O-])cc1N(CC(=O)NCCC1=CCCCC1)S(C)(=O)=O	0	-3	3	-9	-0.8	5	-1	1	0	-2
O=C(Oc1ccc[nH]c1=O)c1ccc(F)cc1	-1	-8	0	11	1.2	4	4	10	1	-1
CCOC(=O)C(Cc1ccccc1)(NC(C)=O)C(=O)OCC	0	-4	-5	10	-1.7	5	-1	3	4	4
Cn1ncc([N+](=O)[O-])c1C(=O)Nc1ccn(Cc2ccccc2F)n1	0	9	-2	-5	1.8	4	-6	-3	0	-3
CCn1c(SCC(=O)NCCc2ccccc2)nc2sc3c(c2c1=O)CCN(C)C3	0	6	2	8	-0.1	11	-6	1	-7	-1
COc1cc(C2CC(=O)c3cnc(NC(=O)COc4ccccc4)nc3C2)cc(OC)c1OC (stereo unspecified)	0	-1	3	5	1.0	5	-2	1	-1	-3
CN(C)c1ccc(C(=O)N/N=C/c2cc(Br)cc(Br)c2O)cc1	-2	1	4	1	-18	-5	-13	20	.	-2
Cc1cccc(CSc2nc3sc(C)c(C)c3c(=O)n2Cc2ccco2)c1	-1	3	3	-6	-1.4	0	4	5	-7	8
CC(=O)c1cccc(NC(=O)C=C(C)C)c1	-1	9	-2	-13	0.9	1	0	-1	-6	4
CC/C=C/C(=O)N1CC2(CC(c3cccc(NC(=O)CC(c4ccccc4)c4ccccc4)c3)=NO2)C[C@@H]1C(N)=O (stereo partly specified)	-1	16	9	1	-0.5	1	4	-18	-35	5
C[C@@H]1COC(=O)[C@H](NC(=O)OCC2c3ccccc3-c3ccccc32)C/C=C\C[C@@H](CC(=O)N[C@@H](CO)Cc2ccccc2)C(=O)N1	1	-13	4	-7	0.1	-1	-6	4	-4	-5
CC(=O)Oc1c(Cl)cc(Cl)cc1/C=C/c1ccc2ccccc2n1	5	7	-1	5	-3.5	3	2	3	-10	-9
Cc1ccnc(NC(=O)c2cnc(Cl)c(Cl)c2)c1	1	7	-2	-6	-0.1	-5	0	3	5	-3
CC(C)(C)c1ccc(OCc2ccc(C(=O)N3CCOCC3)o2)cc1	3	8	-5	-8	-3.5	0	5	-1	-2	2
Cc1ccc(SCc2c(C(=O)N/N=C/c3ccncc3)nnn2-c2nonc2N)cc1	2	0	0	-2	-2.2	-4	1	-2	-5	-4
CN(C)C(=S)Nc1ccc(N2CCOCC2)cc1	-2	7	1	16	-0.8	3	5	0	3	3
O=C(O)c1cc(=S)nc[nH]1	-4	-10	-2	4	-1.3	-6	-5	16	-3	-3
CCCOC(=O)c1c(N)sc(C(=O)OCC)c1C	3	12	-2	-4	0.8	-7	5	-12	-10	-3
O=C1S/C(=C/c2ccccc2F)C(=O)N1CCN=C1NS(=O)(=O)c2ccccc21	-3	6	5	4	0.1	2	-2	-3	-3	2
O=C(Cn1cc([N+](=O)[O-])cn1)Nc1ccccn1	0	-4	1	-6	-0.6	5	1	7	2	3
Cc1nc2ccc(-c3nc4cc(N)ccc4o3)cc2[nH]1	0	8	4	4	1.1	12	-1	10	-15	-2
C/C(=N/Nc1cc(-c2ccccc2)nc(-c2ccccc2)n1)c1ccc(O)cc1	-2	16	17	9	-0.9	-7	-1	-13	-7	-3
N#Cc1c(NC(=O)COC(=O)c2ccc(O)cc2O)sc2c1CCC2	-3	0	16	-13	1.6	-4	-4	-7	-1	-4
Cc1ccccc1C(=O)NCC(=O)OC1CCCCC1=O (stereo unspecified)	-2	5	2	-9	1.2	0	1	5	5	6
Cc1ccccc1C1c2[nH]c3ccccc3c2CCN1C(=O)c1ccc(=O)n(C)n1 (stereo unspecified)	9.6*	11	-5	0	-1.6	-13	1	-3	-20	-6
COc1cc(C(=O)NCC(=O)NCC2COc3ccccc3O2)cc(OC)c1OC (stereo unspecified)	0	11	-4	-6	0.4	-4	0	6	1	-1
CC(OC(=O)C(C)N1C(=O)C2C3C=CC(C4CC34)C2C1=O)C(=O)c1ccccc1 (stereo unspecified)	-2	2	-9	-22	0.3	3	0	1	4	7
CC(=O)NNc1nc(-c2ccccc2)c2cc(Br)ccc2n1	5	1	-1	-5	-1.4	-17	0	3	2	-3
CC(=O)Nc1cccc(-c2csc(C(O)c3ccc(F)cc3)n2)c1 (stereo unspecified)	3	8	2	-1	-0.6	3	1	-7	.	4
